# Compound activity as filed in PubChem.
# SENP1 inh: blocks the human SENP1 SUMO protease catalytic domain; Q9P0U3; recombinant SENP1 catalytic domain, CyPet-SUMO1-YPet FRET cleavage; inhibition, % at 10 µM; 0.21% of 360,000 active;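 active means inhibition at least 30% at 10 µM, raw YFP signal under a set limit, fluorescence ratio 0.5 to 1.5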;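 further: 0% = enzyme with DMSO and 100% = no enzyme wells; some results filed as inactive read as strong as hits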
# Target sequence (Q9P0U3 419-644 limits assumed): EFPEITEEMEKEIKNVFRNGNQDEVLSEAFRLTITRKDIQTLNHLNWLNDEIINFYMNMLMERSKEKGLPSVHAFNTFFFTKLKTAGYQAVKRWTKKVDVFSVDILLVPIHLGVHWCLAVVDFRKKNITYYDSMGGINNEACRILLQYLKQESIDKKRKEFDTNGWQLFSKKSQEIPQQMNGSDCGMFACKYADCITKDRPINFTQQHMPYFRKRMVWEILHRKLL
#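 Test system: human SENP1 catalytic domain; medium: Tris pH 8 buffer plus EDTA, NaCl, BME, BSA, NP40, catalase; incubation: 50 min reaction at room temperature; technique: FRET, CFP and YFP emission; controls: no-enzyme low control and enzyme-plus-DMSO high control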
# SENP8 block-1: blocks human SENP8 cleavage of Nedd8 substrate. 0.64% of 360,000 active. Q96LD8. inhibition, % at 20 µM. AID 602440. recombinant SENP8, Nedd8 substrate fluorescence; in the data active means inhibition mostly above about 40%, no sharp cut-off; inactive means mostly below about 27%
# Target sequence (Q96LD8 whole entry, looked up): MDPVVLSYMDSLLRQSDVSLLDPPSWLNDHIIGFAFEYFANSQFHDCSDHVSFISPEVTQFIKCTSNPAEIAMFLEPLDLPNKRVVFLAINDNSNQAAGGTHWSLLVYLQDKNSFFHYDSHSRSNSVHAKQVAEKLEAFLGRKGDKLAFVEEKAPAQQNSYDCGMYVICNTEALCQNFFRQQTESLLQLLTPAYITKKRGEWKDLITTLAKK
# Apaf1 inhib: human Apaf-1 inhibition. O14727. reconstituted apoptosome caspase-3 activity, DEVD-Rh110 fluorescence. inhibition, % at 20 µM. 0.71% of 330,000 active. AID 489030; active means inhibition of at least 40% at 20 µM;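 further: plate controls were DMSO wells for no effect and DEVD-CHO caspase inhibitor wells for full effect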
#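 Material: reconstituted apoptosome with Apaf-1, cytochrome c, caspase-9, procaspase-3, dATP / Buffer or medium: pH 7.5 Hepes buffer with CHAPS, BSA, DTT / Also added: cytochrome c with DEVD-Rh110 / Schedule: compound with Apaf-1, dATP, procaspase-3 30 min, then 50 min reaction, room temperature / Technique: rhodamine 110 fluorescence at Ex 480/Em 540 nm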
# UBC13 polyUb: inhibitors of human UBC13 polyubiquitin chain formation; inhibition, % at 20 µM; TR-FRET; P61088; 0.47% of 330,000 active; in the data active means inhibition above about 45%, passing the limit was not always enough
# Target sequence (P61088 whole entry, looked up): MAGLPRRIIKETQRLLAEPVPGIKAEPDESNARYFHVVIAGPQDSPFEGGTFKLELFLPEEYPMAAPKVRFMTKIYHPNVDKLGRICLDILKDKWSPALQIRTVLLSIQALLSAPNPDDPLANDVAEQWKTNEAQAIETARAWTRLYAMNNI
# SENP8 block-2: blocks the human protease SENP8 | Q96LD8 | purified SENP8, Z-RLRGG-aminoluciferin cleavage, luminescence | inhibition, % at 10 µM | 1.2% of 330,000 active | AID 2540; in the data active means inhibition above about 50%
# A3G deaminase: blocks human APOBEC3G single-stranded DNA deamination. recombinant A3G, ssDNA deamination FAM/TAMRA fluorescence. inhibition, % at 20 µM. Q9HC16. 0.28% of 330,000 active;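 active means inhibition of at least 40% at 20 µM, with no more than 30% in the related APOBEC3A deaminase screen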;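 further: plate controls were DMSO wells with A3G for no effect and wells lacking A3G enzyme for full effect; some compounds called inactive have numbers as strong as hits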
# Target sequence (Q9HC16 whole entry, looked up): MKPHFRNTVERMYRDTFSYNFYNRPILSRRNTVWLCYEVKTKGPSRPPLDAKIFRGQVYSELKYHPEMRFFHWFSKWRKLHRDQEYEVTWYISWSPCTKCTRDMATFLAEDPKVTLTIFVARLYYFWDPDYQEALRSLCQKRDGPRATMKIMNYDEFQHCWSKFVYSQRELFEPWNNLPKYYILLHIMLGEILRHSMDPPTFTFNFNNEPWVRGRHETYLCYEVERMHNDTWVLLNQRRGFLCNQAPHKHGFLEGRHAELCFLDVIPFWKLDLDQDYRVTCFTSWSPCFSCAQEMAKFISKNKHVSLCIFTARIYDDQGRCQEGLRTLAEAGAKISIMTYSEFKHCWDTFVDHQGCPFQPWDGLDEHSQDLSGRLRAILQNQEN
# SENP6 inh: inhibitors of human SENP6 protease | Q9GZR1 | Recombinant SENP6 catalytic domain, aminoluciferin luminescence | inhibition, % at 10 µM | 1.8% of 330,000 active | AID 2599;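 active means inhibition above about 50% at the single tested dose, limit read from the data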;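 further: plate controls were DMSO wells with enzyme for no effect and DMSO wells lacking enzyme for full effect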
# SENP7 inh: inhibitors of human SENP7 protease; Q9BQF6; recombinant SENP7, Z-RLRGG-aminoluciferin luminescence, 40 min; inhibition, % at 5 µM; 1.5% of 330,000 active; AID 434973;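 active means inhibition above about 50% at the single test dose, limit read from the data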;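 further: plate controls were DMSO with enzyme for no effect and no enzyme buffer wells for full effect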
# The depositor's hits bear a star; i = inactive.
SMILES,SENP1 inh,SENP8 block-1,Apaf1 inhib,UBC13 polyUb,SENP8 block-2,A3G deaminase,SENP6 inh,SENP7 inh
CC(=C/c1ccccc1)/C=N/Nc1nc(N2CCCCC2)nc(N2CCCCC2)n1,3,13,-9,-13,-1,-6,-20,5
O=C(Nc1cccc(NC(=O)c2ccccc2Cl)c1)c1ccc(F)cc1,-1,16,4,-3,-19,-4,3,16
CCN(c1ccc(NC(=O)COC(=O)c2cccs2)cc1)C(C)C,4,14,21,-6,42,-3,73*,64*
Cc1ccccc1CNS(=O)(=O)c1c(C)[nH]c(C)c1C(=O)N1CCCCC1,1,8,7,0,8,-4,1,2
NC(=S)Nc1ccc(S(=O)(=O)c2ccc(NC(N)=S)cc2)cc1,0,-7,-2,6,4,-8,-12,6
O=C(NCCCn1ccnc1)NC(C(F)(F)F)C(F)(F)F,0,18,-2,10,5,-2,2,5
Cc1ccccc1N1CCN(CC(=O)Nc2nccs2)CC1,0,11,-6,7,-4,-7,5,6
OCC[C@@H]1C[C@H](O)[C@@H](O)[C@@]2(CCCc3ccccc3O2)O1,0,14,8,2,3,-11,-9,-8
Cn1c(=O)c2c(=O)cc(NNC(=O)C(C)(C)C)[nH]c2n(C)c1=O,2,28,2,3,2,-5,3,-2
CCOC(=O)c1ccc(S(=O)(=O)N2CCC(C(=O)OCC)CC2)cc1,3,10,-13,-5,-3,-5,-4,-2
O=C(c1cccc(S(=O)(=O)N2CCN(c3ccccc3)CC2)c1)N1CCCCCCC1,3,2,19,0,4,-6,5,-3
CC(C)Oc1ccc(CNC(=O)Oc2ccccc2)cc1,-1,8,5,2,-1,0,20,7
CCCc1cc(C(=O)Nc2sc(C)c(CC)c2C#N)no1,3,-2,10,-10,0,7,-17,9
Cc1ccccc1NS(=O)(=O)c1ccc2oc(=O)ccc2c1,0,11,-10,11,0,-5,12,1
CCOC(=O)C(O)(CC(=O)Nc1cc(F)ccc1C)C(F)(F)F (configuration not stated),2,22,-1,8,-7,-4,-6,3
CCCn1c(N)c(N(CCOC)C(=O)c2ccc([N+](=O)[O-])c(C)c2)c(=O)[nH]c1=O,-2,7,7,3,-5,11,-6,-8
CCNC(=S)Nc1cc(Cl)ccc1Oc1ccccc1,2,22,9,-4,0,-6,-11,8
CN1CCN(NC(=O)c2ccc(F)cc2)CC1,3,21,-5,6,-10,-9,-35,-7
Cc1cccnc1CNC(=O)C1CCC(=O)N(CCc2cccc(F)c2)C1 (configuration not stated),-1,4,-2,7,-1,-6,-2,9
Cc1ccc(S(=O)(=O)N(CC(=O)Nc2ccc(C(N)=O)cc2)C(=O)N2CCN(C)CC2)cc1,2,13,2,-2,1,-6,5,-1
COC(=O)C(C(=O)OC)c1ncc(C(F)(F)F)cc1Cl,1,13,2,14,-7,-9,-1,0
CC(C)(C)c1ccc(NC(=O)COC(=O)C2CCCC2)cc1,2,2,24,-4,-16,-5,-18,-11
NN(CCO)C(=S)Nc1ccc(Cl)cc1,4,20,-4,8,-4,-3,6,3
Cc1nnc(N/N=C/c2ccc(-c3ccccc3F)o2)n1N,-27,-268,10,-25,-5,-1,1,7
O=C(O)C1CCC(=O)N1Cc1ccc(F)cc1 (configuration not stated),2,0,-6,-3,-7,-2,-17,-13
Sc1nnc(-c2ccc(Cl)cc2)n1Cc1ccccc1,1,-52,14,4,-8,-13,6,4
CCOC(=O)N1CCN(S(=O)(=O)c2cc(OCC(N)=O)c(C)cc2Cl)CC1,-1,13,-11,3,-1,-6,-10,0
c1ccc(CSc2nnc(-c3ccco3)o2)cc1,1,5,-3,2,-13,-6,-24,-11
COc1cc(NC(=O)c2cccc(S(=O)(=O)N3CCCCC3)c2)cc(OC)c1OC,2,-2,-2,1,-9,-7,-11,-2
Cn1c(=NC(=O)CS(=O)(=O)c2ccccc2)sc2ccccc21,0,-2,0,0,6,-9,-7,-3
CC1(c2ccc(Cl)cc2Cl)NC(=O)N(CC(=O)Nc2cccnc2Cl)C1=O (configuration not stated),0,8,2,0,1,-9,-10,-10
COc1cc(OC)cc(C(=O)NCC(=O)OCc2csc(-c3ccccc3)n2)c1,1,15,8,18,-1,9,14,-4
Cc1c(C(c2cc3c(cc2Br)OCO3)c2c(C)n(C)n(-c3ccccc3)c2=O)c(=O)n(-c2ccccc2)n1C,2,6,-2,43,-6,-9,-12,0
COc1ccc(NC(=O)C(c2ccc(OC)cc2)N(C)C(=O)c2cnccn2)cc1 (configuration not stated),0,20,5,3,8,-4,6,9
COc1cc(NC(N)=S)c(OC)cc1Cl,2,10,-2,2,-7,-8,-8,-2
Cc1cc(C)cc(Oc2ccccc2/C=N\O)c1,3,21,2,6,8,-2,-6,1
COc1ccc(-c2nnc(SCC(=O)c3ccc(O)cc3O)o2)cc1,-1,7,-18,-10,4,-7,4,-5
CCNC(=S)N1CCN(S(=O)(=O)/C=C/c2ccccc2)CC1,1,1,8,3,-5,-8,-10,-6
O=C(CSc1nnc(-c2ccco2)o1)NC1CCCCC1,2,3,-2,-10,-4,-1,-10,-5
COC(=O)c1nc(NC2=NCCCCC2)n[nH]1,3,7,-2,8,-1,-2,16,-2
Nc1nc(NCCCN2CCOCC2)nc(Nc2ccc(Cl)cc2)c1[N+](=O)[O-],7,38,-4,1,1,-6,-9,5
CCN(CC)CCCNC(=O)c1ccc(Cl)c(S(=O)(=O)Nc2ccccc2OC)c1,-2,14,14,3,-4,0,4,4
C=CCN1C(=NC(=O)CCCC(=O)O)SC2CS(=O)(=O)CC21 (configuration not stated),-15,11,12,-8,-12,-4,-16,-6
O=C(Cn1cc(C(=O)c2ccco2)c2ccccc21)NC1CCCC1,1,-48,-1,27,-6,-3,-4,-4
CC(=O)NS(=O)(=O)c1ccc(NC(=O)c2ccc(S(=O)(=O)N3CCCC3)cc2)cc1,1,4,-11,4,0,-8,4,-8
CCOc1ccc(N2CC(O)=C(c3nc4ccccc4c(=O)[nH]3)C2=N)cc1,1,-370,-4,-1,-1,-9,-8,-1
O=C(CCNS(=O)(=O)c1ccccc1)NCCSc1ccc(Br)cc1,-1,9,59*,27,-11,-8,-17,-3
CCN(CC)C(=O)Cn1c(=O)n(-c2ccccc2)c(=O)n1CC(=O)N(CC)CC,1,4,-19,0,3,-4,-9,4
Cc1ccc(NC(=O)CCN2C(=O)c3ccccc3S2(=O)=O)cc1F,3,8,0,-1,3,-14,0,-5
CC1CCCCN1C(=O)Nc1cccc(C(F)(F)F)c1 (configuration not stated),1,5,-3,8,2,-2,-5,7
CCCCCc1ccc(-c2cn(CCc3c[nH]c4ccccc34)nn2)cc1,1,1,8,7,-17,-7,-7,13
O=C(NC1CCCCCCC1)c1c(Cl)cccc1Cl,0,5,-8,5,-4,-10,-7,4
COc1cccc(Nc2nc(-c3ccc4c(c3)OCCO4)cs2)c1,-4,-38,6,-2,30,-3,55*,7
CC(C)(C)c1ccc(C(=O)N2CCN(c3ccc(N4CCOCC4)nn3)CC2)cc1,-14,i,7,8,-7,2,-11,3
CC(c1cccs1)N(Cc1ccco1)C(=O)Nc1ccc(Cl)c(Cl)c1 (configuration not stated),0,8,12,-10,-7,-10,4,1
CS(=O)(=O)Nc1cccc(C(=O)OCCCOc2ccc(F)cc2)c1,1,6,16,12,-10,0,-4,2
O=C(CN1CCCC1)N1CCN(c2ccccc2)CC1,2,21,-8,2,5,-3,7,-3
C/C(CC(=O)Nc1cccc2c1CCCC2)=N\NC(=O)Cc1ccccc1,1,6,4,2,1,-11,-20,5
CN(C)/C=C1\C(=O)NN=C1C(F)(F)F,0,10,-8,4,-6,-4,0,-2
CCOC(=O)[C@@H]1[C@H]2COc3ccc(Br)cc3[C@@H]2N2C(=O)N(c3ccc(OC)cc3)C(=O)[C@@]12C,0,5,20,13,0,-8,6,-1
CN1CCN(C(=O)C2=C[C@@H](C3CCCCC3)C[C@@H](OCc3ccc(CO)cc3)O2)CC1,1,15,0,-4,-4,-14,-3,3
CC(=O)c1cccc(NC(=S)NC(=O)c2ccc(Br)cc2)c1,3,7,4,-8,10,-1,0,-5

# Already shown: 18 of the compounds above.
SMILES,SENP1 inh,SENP8 block-1,Apaf1 inhib,UBC13 polyUb,SENP8 block-2,A3G deaminase,SENP6 inh,SENP7 inh
CC(=O)NS(=O)(=O)c1ccc(NC(=O)c2ccc(S(=O)(=O)N3CCCC3)cc2)cc1,1,4,-11,4,0,-8,4,-8
CCOc1ccc(N2CC(O)=C(c3nc4ccccc4c(=O)[nH]3)C2=N)cc1,1,-370,-4,-1,-1,-9,-8,-1
O=C(CCNS(=O)(=O)c1ccccc1)NCCSc1ccc(Br)cc1,-1,9,59*,27,-11,-8,-17,-3
CCN(CC)C(=O)Cn1c(=O)n(-c2ccccc2)c(=O)n1CC(=O)N(CC)CC,1,4,-19,0,3,-4,-9,4
Cc1ccc(NC(=O)CCN2C(=O)c3ccccc3S2(=O)=O)cc1F,3,8,0,-1,3,-14,0,-5
CC1CCCCN1C(=O)Nc1cccc(C(F)(F)F)c1 (configuration not stated),1,5,-3,8,2,-2,-5,7
CCCCCc1ccc(-c2cn(CCc3c[nH]c4ccccc34)nn2)cc1,1,1,8,7,-17,-7,-7,13
O=C(NC1CCCCCCC1)c1c(Cl)cccc1Cl,0,5,-8,5,-4,-10,-7,4
COc1cccc(Nc2nc(-c3ccc4c(c3)OCCO4)cs2)c1,-4,-38,6,-2,30,-3,55*,7
CC(C)(C)c1ccc(C(=O)N2CCN(c3ccc(N4CCOCC4)nn3)CC2)cc1,-14,i,7,8,-7,2,-11,3
CC(c1cccs1)N(Cc1ccco1)C(=O)Nc1ccc(Cl)c(Cl)c1 (configuration not stated),0,8,12,-10,-7,-10,4,1
CS(=O)(=O)Nc1cccc(C(=O)OCCCOc2ccc(F)cc2)c1,1,6,16,12,-10,0,-4,2
O=C(CN1CCCC1)N1CCN(c2ccccc2)CC1,2,21,-8,2,5,-3,7,-3
C/C(CC(=O)Nc1cccc2c1CCCC2)=N\NC(=O)Cc1ccccc1,1,6,4,2,1,-11,-20,5
CN(C)/C=C1\C(=O)NN=C1C(F)(F)F,0,10,-8,4,-6,-4,0,-2
CCOC(=O)[C@@H]1[C@H]2COc3ccc(Br)cc3[C@@H]2N2C(=O)N(c3ccc(OC)cc3)C(=O)[C@@]12C,0,5,20,13,0,-8,6,-1
CN1CCN(C(=O)C2=C[C@@H](C3CCCCC3)C[C@@H](OCc3ccc(CO)cc3)O2)CC1,1,15,0,-4,-4,-14,-3,3
CC(=O)c1cccc(NC(=S)NC(=O)c2ccc(Br)cc2)c1,3,7,4,-8,10,-1,0,-5
